Screens from PubChem BioAssay.
TDP1 block – TDP1 (human) enzyme inhibition. Q9NUW8. recombinant TDP1, AlphaScreen DNA substrate cleavage. Potency, µM (titrated, usually from 130 µM), for inactives: at the highest dose activity change, negative = inhibition, hits mostly inhibitors. hit rate 0.28% among 350,000. AID 485290; note: nearly all actives have a fitted effect of over 40% in size
Target sequence (Q9NUW8 whole entry, looked up): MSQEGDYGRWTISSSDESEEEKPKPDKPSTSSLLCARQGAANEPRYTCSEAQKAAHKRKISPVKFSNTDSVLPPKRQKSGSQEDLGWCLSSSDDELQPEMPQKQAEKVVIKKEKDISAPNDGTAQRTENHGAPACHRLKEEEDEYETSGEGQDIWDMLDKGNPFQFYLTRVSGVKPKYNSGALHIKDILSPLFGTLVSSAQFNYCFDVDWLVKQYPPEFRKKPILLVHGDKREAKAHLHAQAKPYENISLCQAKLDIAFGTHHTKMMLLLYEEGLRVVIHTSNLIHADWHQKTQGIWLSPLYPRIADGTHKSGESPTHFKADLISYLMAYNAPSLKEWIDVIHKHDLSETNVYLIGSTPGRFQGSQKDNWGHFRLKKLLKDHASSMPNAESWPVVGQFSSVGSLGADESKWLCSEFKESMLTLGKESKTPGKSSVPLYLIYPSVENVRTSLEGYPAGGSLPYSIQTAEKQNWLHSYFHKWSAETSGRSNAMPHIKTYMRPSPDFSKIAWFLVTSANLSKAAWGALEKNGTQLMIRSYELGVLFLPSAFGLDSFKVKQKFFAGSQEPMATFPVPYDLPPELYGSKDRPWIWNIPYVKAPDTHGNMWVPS
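AlphaScreen read-out: signal falls as enzyme removes the 3' tyrosine-FITC from a 5'-biotinylated DNA oligo (15 nM, 5 min, RT). Enzyme was E. coli-made recombinant Tdp1 at 1 nM, exposed to compound for 15 min beforehand; beads 10 ug/ml, 10 min.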
TDP1 cell noCPT – qHTS for Inhibitors of human tyrosyl-DNA phosphodiesterase 1 (TDP1): qHTS in cells in absence of CPT; hit rate 15% among 420,000; DT40 Tdp1-/- hTDP1 cells, no CPT, ATP luminescence, 48 h; AID 686978, 2013; Potency, µM (highest dose often 46.2 µM), for the others: at the top dose activity change, negative = growth inhibition, most hits filed as inhibitors; note: nearly all actives have a fitted effect of over 55% in size
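Compound effects on proliferation are scored in DT40 Tdp1-/-;hTDP1 cells in the absence of CPT. ATP levels (CellTiter-Glo luminescence) are recorded after a ≥48 hr, 37 °C incubation.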
DT40 TDP1 CPT – growth inhibition of DT40 Tdp1-/-;hTDP1 cells with camptothecin (screen for TDP1 inhibitors) | chicken DT40 Tdp1-/-;hTDP1 cells + 20 nM CPT, ATP luminescence, 48 h | Potency, µM (series often up to 46.2 µM), for inactives: at the top dose activity change, negative = growth inhibition, most hits filed as inhibitors | hit rate 12% among 420,000 | AID 686979; note: nearly all actives have a fitted effect of over 55% in size
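Chicken DT40 Tdp1-/- cells stably complemented with human TDP1 were seeded at 400 cells/well in medium containing 20 nM camptothecin, exposed to pin-transferred compounds, and grown at 37 °C for at least 48 hr. Viability was read as ATP luminescence.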
Numbers without * were called inactive; ? = inconclusive; . = not tested or not shown; & = joins results of further samples; ! = not active in a repeat; [ ] = dose if it differs, or a comment. Calls come from the whole dose curve; as a rule, active = well fitted curve in the direction sought with a large enough effect; inconclusive = small, poorly fitted or top-dose-only effect, or another doubt; inactive = no such curve, though single readings can be large; an effect the other way counts as inactive or inconclusive. % is set by controls: 0 for no effect and ±100 for the full control effect; potency is the fitted concentration of half-maximal effect. A portion of the library; rates above refer to the full screens.

Preview, 5 compounds:
SMILES | TDP1 block | TDP1 cell noCPT | DT40 TDP1 CPT
CC[C@]1(C(=O)OC)[C@H]2C(=O)N(Cc3ccccc3)C(=O)[C@H]2[C@H]2CN=C(SCc3ccc(C(=O)OC)cc3)N21 | -2%[56.1 µM] | ? | 21µM*
Cc1cccc(N2CCN(C(=O)CCCCn3c(=O)[nH]c4ccsc4c3=O)CC2)c1C | 6% | 18µM* | ?
CCCCC/C=C\C[C@@H](/C=C/C=C\C/C=C\CCCC(=O)O)OO | 6%&4% | 14%[0.628 µM] | -1%[0.628 µM]
COC(=O)C1=C(c2cc3ccccc3o2)C[C@@H]2CC[C@H]1N2C(=O)NCc1cccc2ccccc12 | . | 16µM* | ?
c1ccc(CCCN2CCN(CCOC(c3ccccc3)c3ccccc3)CC2)cc1 | 0%[56.1 µM] | 13µM* | 9.2µM*

The listing, repeating the preview:
SMILES | TDP1 block | TDP1 cell noCPT | DT40 TDP1 CPT
CC[C@]1(C(=O)OC)[C@H]2C(=O)N(Cc3ccccc3)C(=O)[C@H]2[C@H]2CN=C(SCc3ccc(C(=O)OC)cc3)N21 | -2%[56.1 µM] | ? | 21µM*
Cc1cccc(N2CCN(C(=O)CCCCn3c(=O)[nH]c4ccsc4c3=O)CC2)c1C | 6% | 18µM* | ?
CCCCC/C=C\C[C@@H](/C=C/C=C\C/C=C\CCCC(=O)O)OO | 6%&4% | 14%[0.628 µM] | -1%[0.628 µM]
COC(=O)C1=C(c2cc3ccccc3o2)C[C@@H]2CC[C@H]1N2C(=O)NCc1cccc2ccccc12 | . | 16µM* | ?
c1ccc(CCCN2CCN(CCOC(c3ccccc3)c3ccccc3)CC2)cc1 | 0%[56.1 µM] | 13µM* | 9.2µM*
CCCCCCn1c(N)c(C(=O)NCCN2CCOCC2)c2nc3ccccc3nc21 | 4% | ? | 21µM*
CCN(C(=O)CN1CC=C(c2ccccc2)CC1)c1c(N)n(Cc2ccccc2)c(=O)[nH]c1=O | 0% | -5% | 12%
COc1ccc(-n2nnnc2C(c2ccnc3ccccc23)N2CCC3(CC2)C(=O)NCN3c2ccccc2)cc1 (stereo unspecified) | . | 23µM* | ?
CCOC(=O)[C@]12Cc3cc(OC)ccc3[C@H]1N(CC(=O)OC)C(=O)c1ccccc12 | . | -29% | -17%
COC(=O)C1=C(c2ccc(F)cc2F)C[C@@H]2CC[C@H]1N2C(=O)NCCOc1ccc(OC)cc1 | 0% | ? | ?
CC(C)n1cc(C(=O)N(CC(=O)NC(C)(C)C)Cc2ccccc2)cn1 | 1% | -21% | -1%
C=CCn1c(O)c(/C=C/C=Nc2ccccc2)c(=O)[nH]c1=O | -3% | -21% | 2%
c1coc(CNCCc2c[nH]c3ccccc23)c1 | 4% | -23% | 5%
CC(=O)OC[C@]12CCC(C)=C[C@H]1O[C@@H]1[C@H](O)[C@@H](OC(C)=O)[C@@]2(C)[C@]12CO2 | . | 0.016µM* | 0.021µM*
C=CCCC[C@@H]1OC(=O)CNC(=O)C([C@@H](C)CC)NC(=O)[C@@H]2CCCN2C(=O)C([C@@H](C)CC)OC(=O)[C@H](Cc2ccccc2)N(C)C(=O)[C@H](C(C)C)NC(=O)C1(C)C (stereo partly specified) | . | 16µM* | 13µM*
CC1/C=C/C=C/CC/C=C/C=C/C=C/C=C/C(OC2OC(C)C(O)C(N)C2O)CC2O[C@](O)(CC(O)C(O)CCC(O)CC(O)CC(O)CC(=O)OC(C)C(C)C1O)CC(O)C2C(=O)O (stereo partly specified) | 6% | -9% | -9%
Nc1ncnc2c1ncn2[C@@H]1O[C@@H]2COP(O)(=S)O[C@H]2[C@H]1O (stereo partly specified) | . | -5% | 6%
COc1cc([N+](=O)[O-])c2ncccc2c1[N+](=O)[O-] | . | 4.6µM* | 2.6µM*
O=C(Cc1ccc([N+](=O)[O-])cc1)N1CCN(Cc2ccc3c(c2)OCO3)CC1 | 1% | -20% | 1%
COc1ccc(CCn2c(NN=C3CCCCC3)nc3c2c(=O)[nH]c(=O)n3C)cc1 | . | 16µM* | ?
CCc1ccc(N2C(=O)NC(=O)C(CCc3ccncc3)(CCc3ccncc3)C2=O)cc1 | 5% | 6% | -7%
COc1ccc(CCNc2oc(-c3ccc(OC)c(OC)c3)nc2P(=O)(OC)OC)cc1OC | -6% | ? | -30%
CCCOc1ccc(C2SCC(=O)Nc3c2c(C)nn3-c2cccc(C)c2)cc1OC (stereo unspecified) | 3% | 21µM* | 16µM*
CC(=O)OC1(c2ccccc2)CCN(C)C2CCCCC21 (stereo unspecified) | 7% | -4% | 3%
Cc1cccc(N2CCc3c2nc2ccccc2c3N)c1 | 3%&8% | ? | 15µM*
Cc1cccc(-n2c(-c3cccs3)nc3ccccc3c2=O)c1 | 3% | ? | 16µM*
C=CCn1c(=O)c(C(=O)NCc2ccccc2)c(O)c2ccccc21 | . | ? | ?
CN(C)c1ccc(C=C2C(=O)NC(=S)NC2=O)cc1[N+](=O)[O-] | -15% | ? | -30%
CCC(=O)OC(Cc1ccccc1)(c1ccccc1)[C@H](C)CN(C)C (stereo partly specified) | 2% | ? | ?
C[C@H](N)C(=O)c1ccccc1 | . | -14% | -10%
Cc1cc(-c2ccccc2)cc(-c2ccccc2)[n+]1CCc1ccccc1 | 2% | 0.21µM* | 0.18µM*
COc1ccc(-n2c(-c3ccccc3F)nc3ccccc3c2=O)cc1 | . | 21µM* | ?
CCC1C(c2ccccc2)NC(c2ccccc2)CC1(O)c1ccc(F)cc1 (stereo unspecified) | . | 23µM* | ?
COc1ccc(SCC2CN(C)CCC2c2ccc(F)cc2)cc1 (stereo unspecified) | . | ? | ?
COc1ccc(CN2CCCC(C(=O)c3ccccc3SC)C2)cc1O (stereo unspecified) | 2% | ? | ?
COc1cc2c(c(OC)c1O)-c1ccc(OC)c(=O)cc1C(NC(=O)C(F)(F)F)CC2 (stereo unspecified) | . | 0.16µM* | 0.1µM*
CCCCCC[N+](=O)[O-] | 1%&9% | 4% | 1%
COc1ccc(CCn2c(O)c(C=NCCCN(C)C)c(=O)[nH]c2=O)cc1OC | 6% | -9% | 5%
COC(=O)C1=C(c2ccccc2OCc2ccccc2)C[C@@H]2CC[C@H]1N2C(=O)NCc1ccc([N+](=O)[O-])cc1 | 2% | ? | 23µM*
Cc1ccc2c(c1)C1CN(C)CCC1N2C(=O)c1cccnc1Cl (stereo unspecified) | 1% | -22% | -14%
COCCN1Cc2cc(=O)n3c([nH]c4ccccc43)c2C1=N | 9% | -21% | -22%
C#CCN1CC(=O)N(COC(=O)C2C(C=C(C)C)C2(C)C)C1=O (stereo unspecified) | . | ? | ?
COC(=O)C1=C(c2ccc(-c3ccccc3)c(F)c2)C[C@@H]2CC[C@H]1N2C(=O)NCc1ccc(F)cc1 | 1% | ? | 16µM*
CCN1C[C@@]2(OC(=O)c3ccccc3NC(C)=O)CCC(OC)[C@@]34C5CC6C(OC)C[C@@](O)(C(CC23)[C@@H]14)C5(O)C6OC (stereo partly specified) | -9%[56.1 µM] | 4% | -3%
CCC(COC(=O)NC)NC(=O)Oc1ccccc1 (stereo unspecified) | 5% | 6% | 11%
COc1ccc(C(=O)C2CN(C)CC2C(=O)c2ccc(OC)cc2)cc1 (stereo unspecified) | 3% | ? | ?
CN(C)CCN(CC1CCCN(Cc2ccccc2F)C1)C(=O)Cc1c(F)cccc1F (stereo unspecified) | . | -20% | -15%
O=C1C2CCN(CC2)C1Cc1ccc(OCCOc2ccccc2)cc1 (stereo unspecified) | 6% | ? | 29µM*
Clc1cccc(/C=N\Nc2nccs2)c1 | 3% | 4.6µM* | 15µM*
CN1CC(Br)C(=O)NC1=O (stereo unspecified) | . | 8% | 13%
CCCC[N+]1(C)C2CC(OC(=O)C(CO)c3ccccc3)CC1C1OC12 (stereo unspecified) | 9%[56.1 µM] | 14% | 12%
CC(C)(C)c1o[nH]c(=O)c1CC(N)C(=O)O (stereo unspecified) | 5% | -8% | 13%
O=C(Nc1ccccc1)c1cccn(Cc2ccccc2)c1=O | 6% | ? | ?
COc1ccc2cc1Oc1ccc(cc1)C[C@H]1c3cc(c(OC)cc3CCN1C)Oc1c(OC)c(OC)cc3c1[C@H](C2)N(C)CC3 | 11% | 11µM*! | 5µM*!
COc1ccc(-n2c(=O)[nH]c3ccccc3c2=O)c(OC)c1 | 6% | -19% | -21%
CC1CC2(O)c3nonc3CCC2N1O (stereo unspecified) | -7% | 3% | -1%
CC(C)N1C(=O)CC2(CC[N+](C)(CCOC(=O)C(O)(c3ccccc3)c3ccccc3)CC2)C1=O (stereo unspecified) | 1% | -15% | -6%
C#CCN(C)C(C)Cc1ccccc1 (stereo unspecified) | 3% | 3.7µM* | ?
CN1CC[C@]23c4c5ccc(OC6OC(C(=O)O)[C@@H](O)C(O)[C@H]6O)c4OC2C(O)C=CC3[C@H]1C5 (stereo partly specified) | 0% | -15% | -3%
CC1CN=C(NCc2ccccc2)S1 (stereo unspecified) | 5% | -1% | 3%

Other records
SMILES | TDP1 block | TDP1 cell noCPT | DT40 TDP1 CPT
O=C(O)C(Cc1cnc[nH]1)NS(=O)(=O)c1ccc(Br)cc1 (stereo unspecified) | 4% | 0% | 8%
O=CN1CC2CC(C1)c1cccc(=O)n1C2 (stereo unspecified) | 2% | -5% | 2%
Cc1cc(C)cc(NC(=O)c2cnc3sc(N4CCCC4)nn3c2=O)c1 | 3% | ? | ?
N#Cc1ccc(NC(=O)CN2C(=O)NC3(CCCCCCC3)C2=O)cc1Cl | -1% | 7.3µM* | 12µM*
Cc1ccc(C2NC(=S)N3C(c4ccc(C)cc4)NC(=S)N23)cc1 (stereo unspecified) | . | ? | ?
CC(=O)N1CCN(Cc2ccc(Cl)nc2)CC1 | . | 14% | 15%
Cc1ccc2c(c1)C1CN(C)CCC1N2C(=O)c1ccco1 (stereo unspecified) | 4% | -8% | -18%
COc1ccc2c(c1)c(C(=O)CN1CCN(C)CC1)c(C)n2Cc1ccccc1 | 7% | -25% | -2%
Cc1ccc(C(=O)n2cc(CCN3CCS(=O)(=O)CC3)c3ccccc32)cc1 | 6% | ? | ?
Cc1ccc(-c2nc(S(=O)(=O)c3ccc(C)cc3)c(SCC(=O)Nc3ccc(F)cc3)o2)cc1 | 0% | 23µM* | 16µM*
O=C(NC(=S)N1C[C@H]2C[C@H](C1)c1cccc(=O)n1C2)c1ccc(Cl)cc1Cl | . | 1% | 2%
COc1cccc2c1C(=O)c1c(O)c3c(c(O)c1C2=O)CC(O)(C(C)=NO)CC3OC1CC(N)C(O)C(C)O1 (stereo unspecified) | . | 0.18µM* | 0.21µM*
COC(=O)C1=CCCN(C)C1 | 9%[56.1 µM] | 18%&3%&-3% | 6%&-1%&3%
O=[N+]([O-])c1ccc(NCCCN2CCOCC2)nc1 | 2% | -4% | 7%
CN1CCN(c2oc(-c3ccc(COc4ccccc4)o3)nc2C#N)CC1 | 5% | ? | ?

Another view of 3 compounds above:
canonical_smiles,TDP1 block,TDP1 cell noCPT,DT40 TDP1 CPT
Cc1cccc(-n2c(-c3cccs3)nc3ccccc3c2=O)c1,3%,?,16µM*
CCC(COC(=O)NC)NC(=O)Oc1ccccc1 (stereo unspecified),5%,6%,11%
Cc1cc(C)cc(NC(=O)c2cnc3sc(N4CCCC4)nn3c2=O)c1,3%,?,?

More compounds follow.
SMILES | TDP1 block | TDP1 cell noCPT | DT40 TDP1 CPT
Nc1ccc([N+](=O)[O-])cc1O | 6% | 22µM* | 24µM*
CC(C)Oc1cccc(C(=O)C2CCCN(Cc3ccon3)C2)c1 (stereo unspecified) | 3% | ? | -1%
CCC(=NCc1cc(OC)cc(OC)c1)c1c(O)n(C2CCCCC2)c(=O)[nH]c1=O | 4% | ? | ?
CCCCn1c(O)c(C=NC2CCCCC2N)c(=O)[nH]c1=O (stereo unspecified) | 11% | -4% | ?
Cc1ccc(CC(=O)N2CCN(Cc3ccccc3)CC2)cc1 | 3% | -16% | -15%
